# From PubChem BioAssay
# CHT allo act – human CHT allosteric activation | Q9GZV3 | CHT-expressing cells, membrane potential dye, choline EC20; stronger effect = higher value; LV-AA mutant CHT in HEK293 cells | B-score at 10 µM | hit rate 0.49% among 310,000 | AID 488977;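 active = initial fluorescence not abnormally high and integrated response B-score, plate-corrected, over 3 SD above library mean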
# Target sequence (Q9GZV3 whole entry, looked up): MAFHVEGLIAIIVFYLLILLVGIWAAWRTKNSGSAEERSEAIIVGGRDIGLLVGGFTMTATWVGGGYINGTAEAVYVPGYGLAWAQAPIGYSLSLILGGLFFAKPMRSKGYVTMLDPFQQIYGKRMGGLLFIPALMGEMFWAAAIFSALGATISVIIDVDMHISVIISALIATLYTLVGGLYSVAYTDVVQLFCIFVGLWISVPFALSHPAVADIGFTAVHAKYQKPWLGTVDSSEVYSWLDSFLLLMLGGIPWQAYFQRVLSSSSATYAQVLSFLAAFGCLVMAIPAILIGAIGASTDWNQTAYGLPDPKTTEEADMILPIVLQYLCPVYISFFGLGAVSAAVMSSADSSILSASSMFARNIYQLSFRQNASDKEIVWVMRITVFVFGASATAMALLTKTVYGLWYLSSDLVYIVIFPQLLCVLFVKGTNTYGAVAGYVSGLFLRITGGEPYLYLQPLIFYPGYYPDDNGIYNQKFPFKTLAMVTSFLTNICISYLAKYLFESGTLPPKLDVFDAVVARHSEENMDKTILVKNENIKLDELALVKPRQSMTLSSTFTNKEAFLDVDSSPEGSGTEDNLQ
# OX1R antag-1 – blocks the human orexin 1 receptor; hit rate 1.8% among 330,000; inhibition, % at 6.6 µM; AID 485270; OX1R-expressing cells, FRET antagonist read-out; O43613; in the data active = inhibition mostly above about 38%, no sharp cut-off; inactive = mostly below about 40%;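 note: 0% = agonist challenge alone and 100% = reference antagonist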
# Target sequence (O43613 whole entry, looked up): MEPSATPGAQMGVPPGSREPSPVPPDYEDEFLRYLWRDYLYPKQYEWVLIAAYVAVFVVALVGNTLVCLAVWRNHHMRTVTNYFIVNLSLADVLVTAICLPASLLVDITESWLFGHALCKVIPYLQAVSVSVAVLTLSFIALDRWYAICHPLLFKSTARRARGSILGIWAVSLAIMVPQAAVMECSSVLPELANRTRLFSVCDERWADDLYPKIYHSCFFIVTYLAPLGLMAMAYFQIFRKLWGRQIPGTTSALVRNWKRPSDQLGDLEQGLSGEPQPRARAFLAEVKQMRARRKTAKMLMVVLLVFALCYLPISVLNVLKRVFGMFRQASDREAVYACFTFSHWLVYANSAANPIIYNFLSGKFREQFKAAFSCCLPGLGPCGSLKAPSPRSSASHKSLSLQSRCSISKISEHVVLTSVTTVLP
# OX1R antag-2 – human HCRTR1 antagonism; AID 434989; inhibition, % at 5 µM; hit rate 0.43% among 330,000; CHO/OX1R cells, Fluo-8 calcium fluorescence, orexin A;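 active = inhibition above its plate's threshold, mean inhibition of all tested compounds on the plate plus 3 SD, cut at about 37% in these data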;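 note: 0% = orexin A challenge wells and 100% = SB-334867-A antagonist wells; not every result past the cut was called active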
# Numbers without * were called inactive; i = inactive; · = no result given. An unsorted share of the library; 2.5% or so of the library scored in one or more.
smiles | CHT allo act | OX1R antag-2 | OX1R antag-1
Cc1cccc(C)c1-n1nnnc1S(=O)(=O)Cc1ccccc1Cl | i | -10 | 11
CC(Sc1ncn[nH]1)C(=O)Nc1cc(C(F)(F)F)ccc1Cl (centres undefined) | · | -8 | 5
CCN(C(=O)c1cccc(F)c1)c1ccccc1C | i | -18 | 9
c1csc(CN2CCN(Cc3cccs3)C2c2cccs2)c1 | i | -15 | 17
Cc1cccc(OCC(=O)O/N=C(\N)c2ccc(Br)cc2)c1 | i | -12 | 16
CC(C)=NN1C(=O)c2ccccc2NC1(C)C | i | -20 | -2
COC(=O)N/N=C/c1ccc(OCCSc2ccc(Cl)cc2)c(OC)c1 | i | -1 | 15
O=C(CSc1nc2cc(Cl)ccc2s1)N1CCN(C(=O)c2ccco2)CC1 | i | -26 | 24
CCCOc1ccc(/C=N/NC(=S)Nc2ccccc2[N+](=O)[O-])c(O)c1 | i | -5 | 19
CN1CC(c2ccccc2)Oc2ccccc2C1=S (centres undefined) | i | -11 | 7
COC(=O)c1cccc(C(=O)N2CCCC(CNC(=O)c3ccccc3Cl)C2)c1 (centres undefined) | i | -22 | 5
O=C(NCCc1csc(-c2ccc(Cl)cc2)n1)c1ccco1 | i | -15 | 6
O=C(CCn1nc(-c2ccc(Cl)cc2)ccc1=O)N1CCN(c2ccc(F)cc2)CC1 | i | -8 | -3
COCCCNC(=S)NNC(=O)c1csc2ccccc12 | i | -17 | 9
CCCCn1c(SCn2nnc3ccccc3c2=O)nc2cc(S(N)(=O)=O)ccc21 | i | -16 | 11
O=C(O)c1n[nH]nc1-c1ccccc1 | i | -22 | 18
Cc1ccc(C)c(NC(=O)Cn2nnc(C(=O)NCc3cccs3)c2N)c1 | i | -7 | 20
COc1ccccc1/C=C/CN1CCSCC1 | i | 7 | 10
COc1ccccc1CNC(=O)c1ccc2c(=O)n(CCCN3CCCC3=O)c(=S)[nH]c2c1 | i | 5 | 8
Cc1nnsc1C(=O)N1CCN(c2ccc(C#N)cn2)CC1 | i | 2 | -1
CNS(=O)(=O)c1ccc(NC(=O)Nc2cccc(F)c2)cc1 | i | 15 | 7
CCOC(=O)C1CCCN(C(=S)Nc2cccc(Cl)c2C)C1 (centres undefined) | i | -5 | 13
Cc1ccc(S(=O)(=O)N2CCC(C(=O)NCc3ccncc3)CC2)cc1 | i | -20 | 18
CC(=O)Nc1ccc(OCc2cccc([N+](=O)[O-])c2)cc1 | i | -13 | 11
COc1ccc(C(=O)OCC(=O)c2ccc3c(c2)NC(=O)CO3)cc1OC | · | -13 | 2
Cc1cccc(NC(c2ccc(C)s2)c2ccc3ccc(C)nc3c2O)n1 (centres undefined) | i | -8 | 4
COc1ccc(C(=O)Nc2ccc(NC(=O)c3cccc(OC)c3)cn2)cc1 | i | -27 | 22
CCC(CC)C(=O)OCC(=O)Nc1cc(OC)c([N+](=O)[O-])cc1C | i | -32 | 28
CCOC(=O)c1cnc(-c2ccccc2O)nc1Cl | i | -8 | 26
CCc1ccc(Nc2ncc3c(n2)CC(C)(C)CC3=O)cc1 | i | 8 | 29
COc1cc(CN2CCSCC2)cc(OC)c1OC | i | -19 | 3
CCN(CC)C(=O)[C@H]1CC(CC(=O)NC/C=C(\C)CCC=C(C)C)C(=O)N2CCc3c([nH]c4ccccc34)[C@]12C (some centres undefined) | · | -20 | 11
O=C(c1cccs1)N1CCC(c2ccccc2)C1 (centres undefined) | i | -4 | 17
O=C(O)C1CCCN1S(=O)(=O)c1ccc2[nH]c(=O)c(=O)[nH]c2c1 (centres undefined) | i | -20 | 10
CC1CCCC(C)N1C(=O)c1cc(F)c(F)cc1Cl (centres undefined) | i | 1 | 21
Cc1ccc(NS(=O)(=O)c2ccc3c(c2)c(=O)n(C)c(=O)n3C)cc1F | i | -5 | 20
Cc1cc(C)n(CCC(=O)Nc2ccc3c(c2)OCCO3)n1 | i | -19 | 10
C/C(N)=C(/C#N)C(=O)CSc1nnc(-c2ccccc2)n1C | i | -7 | 19
COC(=O)c1ccc(NC(=O)CNC(=O)C2CCCCC2)c(C)c1 | i | -9 | 5
O=C(Nc1ccccc1N1CCOCC1)c1ccc(N2CCCC2=O)cc1 | · | -21 | 1
Cc1nnc(NC(=O)C2=COCCO2)s1 | i | 21 | 20
CSc1ccc(CNC(=O)Cc2ccc(NC(=O)C3=C(C)OCCS3)cc2)cc1 | i | -16 | 7
O=C(CSc1cccs1)Nc1ccc(Cl)cc1 | i | -4 | 11
Cc1cc[n+](-c2nc3ccccc3nc2[N-]S(=O)(=O)c2ccccc2)cc1 | i | -13 | 49
COCCn1cc(C(=O)NCc2ccco2)c2c3ccccc3n(C)c2c1=O | i | -29 | 12
COc1cc(/C=N\N=C2/SC(CC(=O)O)C(=O)N2c2ccc(O)cc2)ccc1O (centres undefined) | i | -3 | 24
COc1cccc(C2C(=O)c3ccccc3C2=O)c1 | i | -23 | 5
CCN(C(=O)COC(=O)/C(C#N)=C/c1ccc(N(C)C)cc1)C1CCS(=O)(=O)C1 (centres undefined) | · | 8 | 8
Cc1nn(-c2ccccc2)c(C)c1/C=N/n1c(-c2ccncc2)n[nH]c1=S | i | -24 | 17
CC(=O)N1CC(C)Sc2ccc(S(=O)(=O)NC3CCCCC3)cc21 (centres undefined) | i | -18 | 17

# 17 structures from above, arranged by count of non-hydrogen atoms, high to low.
smiles | CHT allo act | OX1R antag-2 | OX1R antag-1
CCN(CC)C(=O)[C@H]1CC(CC(=O)NC/C=C(\C)CCC=C(C)C)C(=O)N2CCc3c([nH]c4ccccc34)[C@]12C (some centres undefined) | · | -20 | 11
COc1ccccc1CNC(=O)c1ccc2c(=O)n(CCCN3CCCC3=O)c(=S)[nH]c2c1 | i | 5 | 8
O=C(CCn1nc(-c2ccc(Cl)cc2)ccc1=O)N1CCN(c2ccc(F)cc2)CC1 | i | -8 | -3
CCCCn1c(SCn2nnc3ccccc3c2=O)nc2cc(S(N)(=O)=O)ccc21 | i | -16 | 11
COC(=O)c1cccc(C(=O)N2CCCC(CNC(=O)c3ccccc3Cl)C2)c1 (centres undefined) | i | -22 | 5
COc1ccc(C(=O)Nc2ccc(NC(=O)c3cccc(OC)c3)cn2)cc1 | i | -27 | 22
Cc1ccc(C)c(NC(=O)Cn2nnc(C(=O)NCc3cccs3)c2N)c1 | i | -7 | 20
Cc1ccc(NS(=O)(=O)c2ccc3c(c2)c(=O)n(C)c(=O)n3C)cc1F | i | -5 | 20
CCC(CC)C(=O)OCC(=O)Nc1cc(OC)c([N+](=O)[O-])cc1C | i | -32 | 28
O=C(O)C1CCCN1S(=O)(=O)c1ccc2[nH]c(=O)c(=O)[nH]c2c1 (centres undefined) | i | -20 | 10
O=C(NCCc1csc(-c2ccc(Cl)cc2)n1)c1ccco1 | i | -15 | 6
CC(=O)Nc1ccc(OCc2cccc([N+](=O)[O-])c2)cc1 | i | -13 | 11
CN1CC(c2ccccc2)Oc2ccccc2C1=S (centres undefined) | i | -11 | 7
O=C(c1cccs1)N1CCC(c2ccccc2)C1 (centres undefined) | i | -4 | 17
COc1ccccc1/C=C/CN1CCSCC1 | i | 7 | 10
Cc1nnc(NC(=O)C2=COCCO2)s1 | i | 21 | 20
O=C(O)c1n[nH]nc1-c1ccccc1 | i | -22 | 18

# Additional entries.
smiles | CHT allo act | OX1R antag-2 | OX1R antag-1
O=C(CCC(=O)c1cccs1)NCc1ccc(Cl)cc1 | i | -16 | -2
CC(=O)C1=C(O)C(=O)N(c2ccc(O)cc2)C1c1ccc(C)cc1 (centres undefined) | i | 2 | 5
Cc1nn(CC(=O)NCc2ccco2)c(C)c1[N+](=O)[O-] | i | -7 | 1
CC1=CC2=NC(=O)CC(C)(C(=O)N(CC(=O)NC3CCCC3)c3cc(C)cc(C)c3)N2C=C1 (centres undefined) | i | -3 | 4
COc1cc(OC)cc(-c2c(-c3cccs3)c3cc(-c4cnc(OC)nc4)ccc3n2C)c1 | · | -32 | 8
CCCCCCCCCCOC(=O)Cn1c(COc2cccc(OC)c2)[n+](C)c2ccccc21 | 11* | 41* | 21
COc1ccc(NC(=O)c2ccc(F)cc2)cc1S(=O)(=O)Nc1cc(C)ccc1Br | i | -11 | 7
CC1CCN(Cc2cc(=O)oc3cc4c(cc23)CCCC4)CC1 | i | -7 | -3
O=C(c1cccc(S(=O)(=O)N2CCCC2)c1)N1CCCC(C(F)(F)F)C1 (centres undefined) | i | -14 | 11
COC(=O)c1ccc(Oc2ccc(C(C)(C)C)cc2)c([N+](=O)[O-])c1 | i | -7 | 5
CC(C)C(=O)Nc1ccc2c(c1)C(=O)N(CCC(=O)O)C2=O | i | 5 | 18
CS(=O)(=O)N1N=C(c2ccco2)CC1c1ccc(Cl)cc1 (centres undefined) | i | 3 | 9
CCN(CC)S(=O)(=O)c1ccc(C(=O)OCC(=O)NCCN2C(=O)CSC2=O)cc1 | i | -33 | 9
COC(=O)c1ccc(CSc2nc3ccc(S(=O)(=O)N4CCOCC4)cc3[nH]2)cc1 | i | -15 | 9
Cn1c(Cn2c(=O)sc3ccccc32)nnc1SCC(=O)N1CCCC1 | i | -9 | 9
O=C(NC1CCCCC1)C(=S)NCc1ccccc1 | i | -18 | 16
COc1cc(-c2noc(C)c2C(=O)NCCc2c[nH]c3ccccc23)cc(OC)c1OC | i | -12 | 26
COc1cccc2sc(N(CCCN(C)C)C(=O)C(c3ccccc3)c3ccccc3)nc12 | i | -6 | 6
CC1CCCC(C)N1CC(O)COc1ccc(Cl)cc1 (centres undefined) | i | -3 | 8
COc1ccccc1CNc1ccc(CNc2ncn[nH]2)cc1 | i | -22 | 11
NC(=O)NOCc1ncc(C(F)(F)F)cc1Cl | i | -8 | 9
CS(=O)(=O)N(CC(=O)N1CCN(c2ccc(F)cc2)CC1)C1CCCCC1 | i | -13 | 16
CC(C)(C)NS(=O)(=O)c1ccc(OCC(=O)Nc2ccc3c(c2)OCCO3)cc1 | i | 5 | 6
CN(C)S(=O)(=O)c1cccc2nsnc12 | i | -8 | 35*
CC(=O)N1CCC(C(=O)Nc2nc(-c3ccccc3)ns2)CC1 | i | 0 | 17
COC(=O)N1[C@H](Cc2ccccc2)C=C[C@]1(C)C(=O)O | i | 1 | 14
Cn1c(C(=O)NCCCN2CCc3ccccc3C2)cc2c(=O)n(C)c3ccccc3c21 | i | -15 | 16
Cc1ccccc1-c1nnc(CS(=O)(=O)c2ccccc2)o1 | i | -3 | 11
O=C(NCc1ccccn1)c1ccc(CNS(=O)(=O)c2cccc(Cl)c2)cc1 | i | -14 | 4
Cc1cccc(NC(=O)CSc2nc3ccccc3nc2N2CCCCC2)c1 | i | -18 | 3
Cc1ccc(C(=O)NCCSc2ccc(Cl)cc2)cc1[N+](=O)[O-] | i | -6 | 27
CC(C)(C)c1ccc(OCCNC(=O)Cc2ccc(F)cc2)cc1 | i | -18 | 25
CCOC(=O)c1nn(-c2ccc3c(c2)OCCO3)cc1O | i | -10 | 28
COC(=O)CSC(=S)N1CCCC(C)C1 (centres undefined) | i | -11 | 14
COCCn1c(C)cc(C(=O)CSc2ccc3ccccc3n2)c1C | i | -3 | 28
CCCCN(CCCC)CP(=O)(c1ccccc1)c1ccccc1 | 8.9* | -35 | 22
Cc1cc(C)n(CCC(=O)N/N=C/c2ccc(Cl)c([N+](=O)[O-])c2)n1 | i | -19 | 29
CCCN(CC(=O)Nc1ccccc1OC)C(=O)c1cc(S(=O)(=O)NCc2ccccc2)ccc1C | i | -20 | 27
O=S(=O)(c1ccc(OCC(O)CNCc2ccco2)c(Cl)c1)N1CCOCC1 (centres undefined) | i | -11 | 0
CCCOc1ccc(C(=O)CCC(=O)OC(C)C(=O)Nc2ccc(NC(C)=O)cc2)cc1 (centres undefined) | i | -10 | 19
CCn1c(C)c(C)c2cc(C(=O)NCCCN3CCCCCC3)ccc21 | i | -21 | 12
COc1ccc(NC(=O)CSc2nc(O)cc(=O)n2-c2ccc(OC)cc2)cc1 | i | 14 | 20
Cc1nnc(SCc2nc3ccccc3s2)n1-c1ccccc1 | i | -23 | 17
CCn1c(/N=C/c2ccccc2NS(=O)(=O)c2ccc(C)cc2)nc2ccccc21 | i | -6 | -5
COc1ccc(CCNC(=O)CCc2ccsc2)cc1OC | i | -6 | 27
CCC/C=N/NC(=O)C1COc2ccccc2O1 (centres undefined) | i | -13 | 33
CC1=NC(C(F)(F)F)(C(F)(F)F)C2=C(CC(C)(C)CC2=O)N1Cc1ccco1 | i | 13 | 11
O=C(NNC(=O)c1sccc1-n1cccc1)c1cccs1 | i | 6 | 14
CCOc1ccc(-c2nnc(SCC(=O)Nc3ccc4c(c3)c3ccccc3n4CC)n2N)cc1 | i | -17 | 13
CCn1c(N)c(C(=O)NCC2CCCO2)sc1=S (centres undefined) | i | -4 | 25

# The list goes on.
smiles | CHT allo act | OX1R antag-2 | OX1R antag-1
Cc1ccc(-c2c[n+](CC(=O)Nc3cc(=O)n(C)c(=O)n3C)c3n2CCC3)cc1 | i | -5 | -7
COc1cccc(C2C(C(=O)c3cccs3)=C(O)C(=O)N2c2cc(C)on2)c1 (centres undefined) | i | -7 | 23
Cn1c(CCN2CCCCC2)nc2cc(NS(=O)(=O)c3ccc(Cl)cc3)ccc21 | i | -18 | 11
Cc1nn(-c2ccccc2)c(N2CCCCC2)c1/C=N/NC(=O)c1ccncc1 | i | -10 | 9
c1ccc(-n2cnc3cc(NCc4ccccn4)ccc32)cc1 | i | -27 | 12
O=C(N/N=C/c1cccc([N+](=O)[O-])c1)c1c[nH]c2ccccc12 | i | -6 | 34
CC(=O)Nc1ccc(-c2nc3cc(Cl)ccc3o2)cc1 | i | -7 | 14
O=C(C1CC(=O)N(c2ccccc2F)C1)N1CCOCC1 (centres undefined) | · | 7 | -5
CCOc1ccc(CN(C)CC(=O)NCc2ccccc2Cl)cc1 | i | -29 | 19
